Screening results (PubChem BioAssay)
DDE Tn7 FP inh: disrupts Tn7 cyclic peptide binding to fibrin D-Dimer-E complex; FP displacement of FITC-Tn7 peptide from fibrin DD(E); 0% = median of compound wells per plate; inhibition, % at 8.3 µM; 370,000 compounds, 0.13% hits;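 active means inhibition above the mean of compounds falling within the control limits plus 3 SD of them, cut at about 14% in these data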;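 further: 0% = plate median of compound wells and 100% = 10 µM Aha-Tn7 peptide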
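Assay system: human fibrin DD(E) protein / Input: 2 µM fibrin DD(E) / Benchmarks: high control of 10 µM Aha-Tn7 peptide / Measured by: fluorescence polarization of the labelled Tn7 tracer / Medium: Tris buffer with calcium and detergent, pH 7.8 / Timing: 10 min compound pre-incubation, 3 h probe incubation at room temperature / Repeats: one replicate per compound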
PLC-beta3 inh: PLC-beta3 (human) inhibition, primary screen | Purified PLC-beta3, fluorogenic substrate, fluorescence | inhibition, % at 12.2 µM | 370,000 compounds, 0.18% hits; in the data active means inhibition above about 11%;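 further: 0% = median of compound wells on plate and 100% = full blocker control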
UHRF1 binding: blocks human UHRF1 binding to methylated DNA | inhibition, % at 4.4 µM | AID 687016 | Q96T88 | UHRF1 binding to methylated oligo, TR-FRET | 370,000 compounds, 0.75% hits; in the data active means inhibition above about 21%;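 further: UHRF1 SRA domain binding a hemimethylated CpG hairpin DNA probe; 0% = median of test compound wells and 100% = reference inhibitor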
ADAM17 inh: inhibitors of human ADAM17; AID 720648; P78536; recombinant ADAM17, EDANS/DABCYL FRET peptide cleavage; 370,000 compounds, 0.83% hits; inhibition, % at 6.95 µM;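 active means inhibition above the mean of compounds lying between control limits plus 3 SD, set per campaign, cut at about 8.5% in these data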;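 further: 0% = DMSO-only wells as the low control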
ASAP1 GAP inh: inhibitors of human ASAP1 ArfGAP activity. Q9ULH1. ASAP1-stimulated ARF1 GTP hydrolysis, GDP FP detection. inhibition, % at 16.5 µM. 360,000 compounds, 0.19% hits; in the data active means inhibition above about 25%;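 further: 0% = vehicle with enzyme and substrate and 100% = no enzyme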
ARFGAP1 inh: inhibitors of rat ARFGAP1. 360,000 compounds, 0.26% hits. inhibition, % at 16.5 µM. Q62848. Arfgap1-stimulated ARF1 GTP hydrolysis, GDP FP detection;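 active means inhibition above a per-plate limit, mean inhibition of low control wells plus 3 SD, cut at about 25% in these data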;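 further: 0% = DMSO wells with enzyme and 100% = wells lacking Arfgap1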
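Repeats: one replicate per compound; assay system: rat Arfgap1 catalytic domain, aa 1-136; times: enzyme reaction 120 min at 25 °C after 20 min preincubation; detection: FP of antibody-bound GDP Alexa 633 tracer, ex 620/em 688 nm; benchmarks: high control wells lacking Arfgap1, low control full reaction with DMSO; reagent: human ARF1(Δ1-17)-GTP substrate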
proKLK7 act: activates the human kallikrein-7 zymogen | activation, % at 7 µM | 370,000 compounds, 0.9% hits | AID 652039 | P49862 | purified proKLK7, EDANS-DABCYL substrate fluorescence; 100% is mature enzyme control, 0% vehicle;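 active means activation above the mean of all tested compounds plus 3 SD, computed per campaign excluding outliers beyond control limits, cut at about 13% in these data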
MBD2 DNA inh: MBD2-methylated oligo binding inhibition. Q9UBB5. inhibition, % at 4.4 µM. AID 686964. 370,000 compounds, 0.31% hits. TR-FRET, MBD2 binding to methylated oligonucleotide; in the data active means inhibition above about 13%
PLC-gamma1 inh: PLC-gamma1 (human) inhibition, primary screen; P19174; inhibition, % at 12.2 µM; 370,000 compounds, 0.84% hits; purified PLC-gamma1, fluorogenic substrate, fluorescence; in the data active means inhibition above about 9.5%
Target sequence (P19174 whole entry, looked up): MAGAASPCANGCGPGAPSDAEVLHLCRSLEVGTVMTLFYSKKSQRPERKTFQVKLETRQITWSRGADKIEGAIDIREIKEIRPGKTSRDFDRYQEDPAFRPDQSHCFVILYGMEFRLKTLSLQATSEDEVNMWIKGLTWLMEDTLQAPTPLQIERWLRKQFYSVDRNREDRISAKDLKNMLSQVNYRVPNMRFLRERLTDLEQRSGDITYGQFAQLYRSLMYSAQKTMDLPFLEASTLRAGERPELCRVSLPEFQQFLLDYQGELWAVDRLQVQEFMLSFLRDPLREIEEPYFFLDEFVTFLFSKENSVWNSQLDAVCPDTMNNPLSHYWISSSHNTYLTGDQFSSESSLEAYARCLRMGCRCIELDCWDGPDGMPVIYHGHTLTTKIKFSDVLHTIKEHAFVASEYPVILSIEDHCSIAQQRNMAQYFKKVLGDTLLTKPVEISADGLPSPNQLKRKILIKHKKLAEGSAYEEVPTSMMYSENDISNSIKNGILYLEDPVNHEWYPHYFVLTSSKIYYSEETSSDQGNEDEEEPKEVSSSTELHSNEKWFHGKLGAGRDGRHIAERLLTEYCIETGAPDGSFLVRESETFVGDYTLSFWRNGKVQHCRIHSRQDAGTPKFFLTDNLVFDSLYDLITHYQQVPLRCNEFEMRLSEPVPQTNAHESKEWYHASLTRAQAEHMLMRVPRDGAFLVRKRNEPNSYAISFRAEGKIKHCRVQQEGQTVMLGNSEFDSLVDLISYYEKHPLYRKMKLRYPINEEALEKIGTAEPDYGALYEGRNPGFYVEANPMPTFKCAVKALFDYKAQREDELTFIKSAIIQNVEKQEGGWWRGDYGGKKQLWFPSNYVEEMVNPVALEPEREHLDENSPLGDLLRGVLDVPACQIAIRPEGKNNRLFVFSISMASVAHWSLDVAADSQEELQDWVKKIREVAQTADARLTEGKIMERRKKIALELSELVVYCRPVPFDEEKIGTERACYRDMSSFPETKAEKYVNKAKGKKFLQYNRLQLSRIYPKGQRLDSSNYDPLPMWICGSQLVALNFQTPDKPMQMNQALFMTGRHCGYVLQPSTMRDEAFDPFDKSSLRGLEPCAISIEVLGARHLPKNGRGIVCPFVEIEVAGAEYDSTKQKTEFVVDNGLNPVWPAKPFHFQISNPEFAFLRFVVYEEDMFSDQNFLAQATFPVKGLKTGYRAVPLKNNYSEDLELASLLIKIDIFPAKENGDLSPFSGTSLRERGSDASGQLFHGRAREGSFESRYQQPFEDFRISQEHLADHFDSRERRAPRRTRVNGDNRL
Tn6 DDE FP: inhibitors of Tn6 peptide binding to human fibrin DD(E). Fibrin DD(E) TRITC-Tn6 fluorescence polarization displacement. inhibition, % at 8.3 µM. AID 720509. P02675. 370,000 compounds, 0.21% hits;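 active means inhibition above a per-campaign cutoff: mean of compounds within control limits plus 3 SD, cut at about 15% in these data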;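 further: 0% = median of all compound wells on the plate and 100% = blocking peptide control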
* = called active by the depositor; i = inactive.

SMILES	DDE Tn7 FP inh	PLC-beta3 inh	UHRF1 binding	ADAM17 inh	ASAP1 GAP inh	ARFGAP1 inh	proKLK7 act	MBD2 DNA inh	PLC-gamma1 inh	Tn6 DDE FP
CC1CC(C)CN(C(=O)CCn2c(=O)oc3ccccc32)C1 (stereo unspecified)	5	-7	-3	0	6	8	0.0	1	-1	9
O=C(NCc1ccc(F)cc1)c1c2c(nc3ccccc13)CCN(Cc1ccccc1)C2	8	-20	-2	-4	-13	4	-0.2	1	-18	3
CC1CN(Cc2nc3c(c(=O)n(C)c(=O)n3C)n2CC(O)CO)CC(C)O1 (stereo unspecified)	-10	4	-2	0	6	9	-0.6	-1	2	1
NS(=O)(=O)c1cc(C(=O)O)cc(N2CCCC2)c1Oc1ccccc1	0	-179	-1	-123	7	-2	2.9	0	-135	-1
CCOC(=O)N1CCN(Cc2c(F)cccc2Cl)CC1	4	1	6	-7	-2	-10	-0.4	3	2	-1
COc1ccc2nc(COC(=O)c3ccco3)c(C(C)=O)[n+]([O-])c2c1	1	-55	-1	-21	-6	2	4.3	0	-43	-3
Cc1nn(Cc2ccccc2)c(C)c1NC(=O)c1cc(-c2ccc3c(c2)OCO3)on1	-3	1	2	-1	13	-13	0.6	1	1	-1
COc1ccc(C(=O)Nc2nc(-c3ccc([N+](=O)[O-])cc3)c(-c3ccc(OC)cc3)s2)cc1	-8	-2	-1	-3	-16	5	-0.2	4	-1	-3
COc1ccc(C2CC(c3ccc(OC)cc3)n3nc(N)nc3N2)cc1 (stereo unspecified)	-8	-29	-2	-32	1	8	-0.7	-2	-24	9
CNC(=S)NNC(=O)CNc1ccc(C)c(Cl)c1	-1	0	0	2	1	1	-0.1	1	1	0
CCCC(C(=O)NC1CCCCC1)N(CC1CCCO1)C(=O)CNS(=O)(=O)c1ccc(F)cc1 (stereo unspecified)	-4	7	1	2	5	3	0.0	-2	-4	0
CCOC(=O)COn1c(=O)c(C)[n+]([O-])c2ccccc21	4	-30	-9	-8	3	3	2.2	-6	-23	-1
O=C(CCNS(=O)(=O)c1ccc(Cl)cc1)N1CCC2(O)CCCCC2C1 (stereo unspecified)	0	0	6	-2	4	-2	0.4	6	-3	4
COc1ccc(S(=O)(=O)N2CCC(C(=O)NCCC(=O)NCc3ccncc3)CC2)cc1	-12	0	-3	0	3	0	0.6	-4	0	-5
COc1cccc(/C=N/NC(=O)c2ccc(OCc3cccc(Br)c3)cc2)c1	-5	-4	-4	2	18	0	-0.7	-6	-1	-12
COc1ccc(O)c(C2=Nc3ccccc3N=C(c3ccccc3)C2)c1	-6	-209	0	-26	-2	-16	-0.9	-3	-141	-9
COc1ccc(Cn2ccnc2CO)cc1[N+](=O)[O-]	-7	-2	-4	-1	-7	-4	0.6	5	2	5
CCN(CC)CC(=O)NN=C(c1ccccc1)c1ccccc1	-4	3	5	-1	-8	2	0.1	5	3	-2
O=Nc1c(O)n(Cc2ccccc2)c2ccccc12	0	-7	-4	-4	-4	11	-0.5	-1	-2	-1
C/C(CC(=O)NCc1ccco1)=N\NC(=O)COc1ccc(Cl)cc1Cl	0	-4	-3	0	0	-9	0.4	4	3	-3
CC(C)Cn1c(N)c(C(=O)COC(=O)c2cc(-c3ccccc3)nc3ccccc23)c(=O)n(C)c1=O	-3	2	-5	0	-3	-2	0.0	3	1	2
CCNc1ccc(C(=O)OC(C(=O)NC(N)=O)C(C)C)cc1[N+](=O)[O-] (stereo unspecified)	-8	-6	-3	-2	7	-8	-0.2	-1	3	3
CC(C)(C)c1nnc2sc(SCCN3C(=O)c4ccccc4C3=O)nn2c1=O	0	0	1	-7	-2	-7	0.6	5	-1	-7
Cc1c(C(=O)N(C)c2ccccc2)oc2c1C(O)CC(C)(C)C2 (stereo unspecified)	1	-9	3	-3	-8	4	0.5	-1	0	-9
Cc1cc(C)cc(NC(=O)COC(=O)c2ccc(CN3CCCC3=O)cc2)c1	-10	2	0	-4	23	12	0.2	-2	0	-5
COc1ccc(NC(=O)c2cccc(S(=O)(=O)N3CCCCCC3)c2)cc1	-3	-4	0	0	5	5	-0.4	-5	1	-3
CCN(C(=O)CCc1nnc2ccc(NCc3ccco3)nn12)c1ccccc1	6	-6	0	0	2	4	0.5	-3	-3	-1
Cc1nn(Cc2ccccc2)c(C)c1C(=O)NCCN1C(=O)S/C(=C\c2ccccc2)C1=O	1	2	-1	0	2	-7	0.5	3	1	0
Cc1nc(-c2ccccc2)sc1C1(C)CC(c2ccc(C#N)cc2)=NO1 (stereo unspecified)	6	3	0	3	9	-5	0.0	1	1	-1
Cn1nnnc1SCC(=O)NCC(=O)c1ccccc1	-6	0	-2	-2	14	-17	0.1	1	0	5
CC1=C(C(=O)NCCN2CCOCC2)C2(CCC(C)CC2)OC1=O (stereo unspecified)	0	3	-1	2	-3	7	-0.1	0	3	6
O=C(CCN1C(=O)c2ccccc2C1=O)Nc1ccc(F)cc1	4	2	-1	-5	16	12	-0.1	3	2	-7
c1ccc(-c2csc3nnc(SCc4ccc5c(c4)OCO5)n23)cc1	-3	1	-2	0	-2	-9	0.6	4	-2	-3
COc1ccc(CN2CCN(CCc3ccccc3)C(CCO)C2)c(Cl)c1OC (stereo unspecified)	2	-5	0	-3	-10	9	0.2	4	0	3
N#Cc1ccsc1NC(=O)CSc1nncs1	6	-21	5	2	-3	4	-0.1	-2	-5	-4
CCOC(=O)CCC(NC(=O)CCCCCCCC(=O)NC(CCC(=O)OCC)C(=O)OCC)C(=O)OCC (stereo unspecified)	0	-2	3	0	0	8	-0.8	0	3	0
CC(C)(O)C(O)COc1c2ccoc2cc2oc(=O)ccc12 (stereo unspecified)	6	-64	0	-23	1	-9	1.8	-6	-51	-7
OC(c1ccccc1)c1nc(-c2cccc(F)c2)cs1 (stereo unspecified)	6	2	-2	2	-12	-7	0.3	-9	0	4
CCOC(=O)CN1C(=O)S/C(=C/c2ccco2)C1=O	9	-9	-5	0	9	-6	-0.1	-3	-5	3
O=[N+]([O-])c1nn(-c2ccccc2)[n+]([O-])c1N1CCN(c2ccccc2F)CC1	6	3	0	-4	-1	1	0.7	-1	1	-4
COc1ccc(/C=C2/Sc3ccc(C(=O)NCCN4CCCCCC4)cc3NC2=O)cc1	-6	-23	-7	3	6	1	-11	1	-10	-9
Cc1ccc(CNC(=O)CCn2ccc3cc(S(=O)(=O)N4CCCC4)ccc32)cc1	-2	-4	3	3	10	-9	0.5	-1	3	1
Cc1cc(C)c(-c2cc(NC(=O)CSc3nncn3C)n(-c3ccccc3)n2)cc1C	0	3	-1	1	1	8	-0.5	2	2	-9
Cc1cccc(Nc2nc(N)nc(CN3CCN(Cc4ccc5c(c4)OCO5)CC3)n2)c1	3	4	0	0	7	7	0.0	0	8	10
O=C(NC1CCCCC1)N1CCCC(c2nc(-c3ccc(S(=O)(=O)N4CCCC4)cc3)no2)C1 (stereo unspecified)	2	4	4	0	0	12	-0.3	7	4	-9

Some of the entries so far, with bars between the fields.
mol | DDE Tn7 FP inh | PLC-beta3 inh | UHRF1 binding | ADAM17 inh | ASAP1 GAP inh | ARFGAP1 inh | proKLK7 act | MBD2 DNA inh | PLC-gamma1 inh | Tn6 DDE FP
O=C(CCN1C(=O)c2ccccc2C1=O)Nc1ccc(F)cc1 | 4 | 2 | -1 | -5 | 16 | 12 | -0.1 | 3 | 2 | -7
c1ccc(-c2csc3nnc(SCc4ccc5c(c4)OCO5)n23)cc1 | -3 | 1 | -2 | 0 | -2 | -9 | 0.6 | 4 | -2 | -3
COc1ccc(CN2CCN(CCc3ccccc3)C(CCO)C2)c(Cl)c1OC (stereo unspecified) | 2 | -5 | 0 | -3 | -10 | 9 | 0.2 | 4 | 0 | 3

Entries of single compounds, quoted from the list:
O=C(NC1CCCCC1)N1CCCC(c2nc(-c3ccc(S(=O)(=O)N4CCCC4)cc3)no2)C1 (stereo unspecified) reads DDE Tn7 FP inh: 2; PLC-beta3 inh: 4; UHRF1 binding: 4; ADAM17 inh: 0; ASAP1 GAP inh: 0; ARFGAP1 inh: 12; proKLK7 act: -0.3; MBD2 DNA inh: 7; PLC-gamma1 inh: 4; Tn6 DDE FP: -9
Cc1ccc(CNC(=O)CCn2ccc3cc(S(=O)(=O)N4CCCC4)ccc32)cc1 reads DDE Tn7 FP inh: -2; PLC-beta3 inh: -4; UHRF1 binding: 3; ADAM17 inh: 3; ASAP1 GAP inh: 10; ARFGAP1 inh: -9; proKLK7 act: 0.5; MBD2 DNA inh: -1; PLC-gamma1 inh: 3; Tn6 DDE FP: 1

(listing goes on)
SMILES	DDE Tn7 FP inh	PLC-beta3 inh	UHRF1 binding	ADAM17 inh	ASAP1 GAP inh	ARFGAP1 inh	proKLK7 act	MBD2 DNA inh	PLC-gamma1 inh	Tn6 DDE FP
Cc1cc(C(=O)NC2Cc3ccccc3C2)c(C)o1	-3	-15	1	-4	-11	-2	0.4	-4	-1	-5
Cn1ncc(C#N)c1/N=C/N1CCCC1	0	3	2	-3	-9	-8	0.4	1	-1	-3
COC(=O)c1[nH]c2ccccc2c1NC(=O)C(C)N1CCN(C(=O)c2ccco2)CC1 (stereo unspecified)	-5	-7	2	-7	0	5	0.3	-2	2	-11
CC1CC(C(=O)Nc2ccccc2)C(=O)O1 (stereo unspecified)	0	-4	1	-1	-12	-5	0.5	-4	2	2
CC(CC(=O)Nc1ccc2c(c1)OCO2)c1ccccc1 (stereo unspecified)	-3	-4	-5	-1	4	-6	-0.3	1	0	5
CCCCCCc1cc2cc(C(=O)Nc3cccc(OC)c3)c(=O)oc2cc1O	-4	-9	2	-5	-4	-7	-0.6	-4	-5	3
COc1cccc(NC(=O)CN(C)C(=O)CCN2C(=O)C3CC=CCC3C2=O)c1 (stereo unspecified)	4	-9	-1	-5	-8	-8	0.1	-5	0	0
COc1ccc(CNC2CC(C)N(C)CC2C)cc1OC (stereo unspecified)	1	-5	-4	-2	2	4	0.1	2	2	-6
CC(=O)NC(CC(=O)OCC(=O)c1ccc(NC(=O)CC(C)C)cc1)c1ccccc1 (stereo unspecified)	2	-10	5	0	-14	3	0.5	1	-5	1
COc1ccc(-n2c(C)cc(C(=O)Cn3nnc4ccccc4c3=O)c2C)cc1	3	-1	-1	1	-7	-6	0.0	1	-2	-5
COc1ccc(NS(=O)(=O)c2ccc(O)c(NS(=O)(=O)c3ccc(NC(C)=O)cc3)c2)cc1	-4	3	1	1	21	10	-0.1	-1	1	-5
O=C(CN1C(=O)S/C(=C/c2cccs2)C1=O)N1CCCC1	3	-1	2	-2	12	-7	0.3	7	0	-11
CC1C2=C(CC(C)(C)CC2=O)NC2=C1C(=O)CC(C)(C)C2	10	i	-3	i	-7	0	19*	1	i	0
CCCC1CCC(C2=N/C(=C\c3ccc(OC)c(OC)c3)C(=O)O2)CC1 (stereo unspecified)	-3	-1	1	2	-1	-18	-0.8	-2	3	-5
O=C(NCc1cccnc1)C12CC3CC(CC(C3)C1)C2	-2	-2	0	-5	-13	1	0.2	-3	2	9
COc1cc(S(=O)(=O)Nc2ncn[nH]2)ccc1Cl	-1	-9	3	-3	7	8	0.3	1	-3	0
Cc1ccc(S(=O)(=O)N2CCOCC2)cc1NC(=O)COC(=O)CCOc1ccc(C(C)(C)C)cc1	3	3	-2	8	6	-7	0.6	-2	4	3
